# Bioassay records (PubChem)
# GLP-1R inv ag: qHTS of GLP-1 Receptor Inverse Agonists (Inhibition Mode) | AID 624417, 2012 | Glucagon-like peptide 1 receptor (Homo sapiens), P43220 | Potency, µM (titrated, usually from 38.3 µM), for the others: at the highest dose activity change, negative = inhibition, most hits filed as inhibitors | 410,000 compounds, 1.6% hits | HEK293 GLP-1R CRE-luciferase, luminescence, 24 h; GLP-1R form is constitutively active; note: potency is the fitted concentration of half-maximal effect; % is set by controls: 0 for no effect and ±100 for the full control effect; nearly all actives have a fitted effect of over 55% in size
# Target sequence (P43220 whole entry, looked up): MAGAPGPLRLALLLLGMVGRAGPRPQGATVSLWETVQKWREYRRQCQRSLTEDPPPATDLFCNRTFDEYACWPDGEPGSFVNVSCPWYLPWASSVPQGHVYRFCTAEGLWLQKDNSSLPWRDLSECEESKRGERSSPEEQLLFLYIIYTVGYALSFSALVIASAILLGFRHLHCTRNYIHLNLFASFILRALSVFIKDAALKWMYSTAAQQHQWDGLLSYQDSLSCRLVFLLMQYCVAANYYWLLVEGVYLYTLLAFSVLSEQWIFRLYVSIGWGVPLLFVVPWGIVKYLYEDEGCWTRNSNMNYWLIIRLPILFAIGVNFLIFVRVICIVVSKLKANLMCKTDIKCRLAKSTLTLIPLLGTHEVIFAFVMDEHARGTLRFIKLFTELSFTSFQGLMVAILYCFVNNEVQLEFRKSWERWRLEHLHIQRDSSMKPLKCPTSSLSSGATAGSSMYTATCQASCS
#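 Seeding at 200 cells/uL, 12 h culture, 24 hr compound treatment, then luciferase reagent and a luminescence read; cells are HEK293 stably expressing a constitutively active GLP-1R plus cAMP-responsive luciferase.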
# PI5P4Ka inh: qHTS for Inhibitors of phosphatidylinositol 5-phosphate 4-kinase (PI5P4K) | PI5P4Kalpha enzyme, ADP-Glo luminescence, 60 min; stronger effect = lower value | max response, % | 330,000 compounds, 1.2% hits | AID 652105, 2013; active = max response of -50% or lower; inconclusive = between -30% and -50%; inactive = -30% or higher; note: value at the top dose of about 77 µM; % is set by controls: 0 for no effect and ±100 for the full control effect
#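 PI5P4Kalpha ADP-Glo assay; 5 microM ATP final; 60 min RT reaction; HEPES pH 7.4/EGTA/CHAPS, 5% DMSO; controls lacking substrate or enzyme; luminescent end-point.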
# IL2 activator: qHTS of IL-2 Activators | IL-2 activation reporter assay, cell-based qHTS; stimulated with anti-CD3/CD4/CD28 beads; in transgenic mouse T cells | activation, % (series mostly up to about 46 µM) | 360,000 compounds, 0.065% hits | AID 652025, 2013; in the data active = activation above about 50%; inconclusive = mostly about 30% to 49%; note: 0% is about no effect
#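 EGFP and DsRed fluorescence is measured by plate cytometry in unstimulated transgenic mouse T cells exposed to compound for 60 minutes, then stimulated 18 hours at 37 degrees C with anti-CD3/anti-CD4 beads plus anti-CD28.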
# PLK1 PBD block: qHTS for Inhibitors of PLK1-PDB (polo-like kinase 1 - polo-box domain): Primary Screen; Serine/threonine-protein kinase PLK1 (Homo sapiens), P53350; Plk1 PBD binding of FITC phosphopeptide, fluorescence polarization; Potency, µM, for inactives: max response, negative = inhibition, hits mostly inhibitors; 360,000 compounds, 2.8% hits; AID 720504, 2013; note: potency is the fitted concentration of half-maximal effect; series mostly up to about 57 µM; % is set by controls: 0 for no effect and ±100 for the full control effect; nearly all actives have a fitted effect of over 65% in size
# PTHR1 agonist: qHTS for PTHR1 Agonists: Primary Screen | 410,000 compounds, 0.075% hits | HEK293 GP2 PTHR1 cells, GloSensor cAMP luminescence, 1 h | AID 743266, 2014 | Parathyroid hormone/parathyroid hormone-related peptide receptor (Homo sapiens), Q03431 | Potency, µM (top dose mostly 115 µM), for the others: top-dose activation, most hits filed as activators; note: potency is the fitted concentration of half-maximal effect; nearly all actives have a fitted effect of over 55% in size; some results filed as inactive show a strong effect at the top dose; inactives centre near -15; many of its hits are not listed in these tables
# Target sequence (Q03431 whole entry, looked up): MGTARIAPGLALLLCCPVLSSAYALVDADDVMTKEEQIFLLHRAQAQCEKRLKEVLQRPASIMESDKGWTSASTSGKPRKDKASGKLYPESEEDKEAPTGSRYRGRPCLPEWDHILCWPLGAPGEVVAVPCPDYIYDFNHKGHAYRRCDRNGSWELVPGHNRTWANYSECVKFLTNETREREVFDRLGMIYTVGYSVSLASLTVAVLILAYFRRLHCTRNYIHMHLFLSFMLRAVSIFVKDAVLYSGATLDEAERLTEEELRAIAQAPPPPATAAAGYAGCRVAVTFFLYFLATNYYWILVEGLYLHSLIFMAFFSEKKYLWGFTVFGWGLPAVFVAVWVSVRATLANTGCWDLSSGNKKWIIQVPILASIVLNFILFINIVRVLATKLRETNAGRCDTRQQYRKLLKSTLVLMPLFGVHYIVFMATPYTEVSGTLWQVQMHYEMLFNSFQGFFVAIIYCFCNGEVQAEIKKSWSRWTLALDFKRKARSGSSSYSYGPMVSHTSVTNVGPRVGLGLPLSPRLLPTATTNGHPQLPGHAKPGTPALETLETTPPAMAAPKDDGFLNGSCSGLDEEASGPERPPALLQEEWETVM
#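 HEK-293-derived GP2 cells expressing PTHR1 and a GloSensor cAMP reporter, 3,000/well, plated overnight, given luciferin plus IBMX (each 0.5 mM as added) for 1 h at 37 °C, then compound for 1 h at 37 °C. Luminescence was read after 15 min at room temperature.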
# GLP1R cytotox: qHTS of GLP-1 Receptor Inverse Agonists: Cytotox Screen. 410,000 compounds, 0.13% hits. AID 624418, 2012. Potency, µM (doses to about 38.3 µM), without a hit: at the highest dose activity change, negative = inhibition, usual class: inhibitors. HEK293 cAMP-luciferase reporter cells, luminescence, 24 h;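 note: loss of luciferase light is scored as toxicity; potency is the fitted concentration of half-maximal effect; % is set by controls: 0 for no effect and ±100 for the full control effect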
#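 Luminescence readout: signal drop marks cytotoxicity. Plated cells grew 12 h at 37 °C, 5% CO2, received 23 nL compound for 24 h, then got luciferase reagent, read after 12 min at RT.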
# GLP-1R agonist: qHTS of GLP-1 Receptor Agonists; Potency, µM (doses to about 45.6 µM), for inactives: top-dose activation, hits mostly activators; HEK293 GLP-1R CRE-luciferase, luminescence, 4-6 h; cells express a hypersensitive GLP-1R form; 380,000 compounds, 0.007% hits; Glucagon-like peptide 1 receptor (Homo sapiens), P43220; AID 624172, 2012; note: potency is the fitted concentration of half-maximal effect; % of control where 0% means no effect
# EPAC1 antagonist: qHTS for Antagonist of cAMP-regulated guanine nucleotide exchange factor 3 (EPAC1): primary screen; Rap guanine nucleotide exchange factor 3 (Homo sapiens), O95398; EPAC1 GEF assay, Rap1b-BODIPY-GDP exchange fluorescence; Potency, µM (highest dose often 115 µM), without a hit: at the highest dose activity change, negative = inhibition, most hits filed as inhibitors; 360,000 compounds, 0.14% hits; AID 720709, 2013;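 note: potency is the fitted concentration of half-maximal effect; plate controls were vehicle for no effect and positive control for full effect; nearly all actives have a fitted effect of over 50% in size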
# EPAC1 ag: qHTS for Agonist of cAMP-regulated guanine nucleotide exchange factor 3 (EPAC1): primary screen | Rap guanine nucleotide exchange factor 3 (Homo sapiens), O95398 | EPAC1 agonist qHTS, biochemical assay; response scale: 100% = response to 6.5 mM cAMP | Potency, µM (doses to about 154 µM), for inactives: at the highest dose activation, actives largely listed as activators | 360,000 compounds, 0.073% hits | AID 720707, 2013; note: potency is the fitted concentration of half-maximal effect; nearly all actives have a fitted effect of over 60% in size
#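 Nucleotide exchange by EPAC1 (100 nM) on Rap1B–BODIPY-GDP (250 nM) in the presence of 50 uM GDP is tracked fluorescently at 480/540 nm over 30 min. Signals are normalized to a 6.5 mM cAMP control.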
# Starred values were filed as active, the others as inactive; i = inactive; u = inconclusive; x = no result given; & = joins results of further samples; [ ] = remark or other dose. Unless noted, calls come from the whole dose curve; as a rule, active = well fitted curve in the direction sought with a large enough effect; inconclusive = small, poorly fitted or top-dose-only effect, or another doubt; inactive = no such curve, though single readings can be large; an effect the other way counts as inactive or inconclusive.
SMILES,GLP-1R inv ag,PI5P4Ka inh,IL2 activator,PLK1 PBD block,PTHR1 agonist,GLP1R cytotox,GLP-1R agonist,EPAC1 antagonist,EPAC1 ag
COc1ccc(N2CCN(C(CNC(=O)C(=O)NCCC3=CCCCC3)c3ccco3)CC2)cc1 (configuration not stated),10µM*,-5.7,-1.8,-7.8%,-8.6%,u,-0.6%,12.2%,1.4%
C/C(=N\NC(=O)c1ccc(CSc2nc(C)cc(C)n2)cc1)C1CCCCC1,5.0%,4.9,-0.1,-7.2%,10.2%,-16.1%,3.8%,2.9%,-2.8%
COc1ccc(N2CCN(c3n[nH]c(N)n3)CC2)cc1,3.1%,5.7,-4.0,u,-2.2%,10.1%,0.6%,9.2%,-6.0%
Cc1ccc2oc3c(c(=O)c2c1)C(c1cccs1)N(CCCN(C)C)C3=O (configuration not stated),5.9%,1.8,-1.4,u,-22.0%,-8.6%,4.7%,-3.2%,4.9%
O=C(CSc1nnc(-c2ccncc2)o1)NCc1ccc(Cl)cc1,5.4%,-1.0,0.5,-16.5%,i,-3.6%,-2.3%,-20.2%,13.5%
CCOC(=O)c1nnn(-c2nonc2N)c1-c1ccc(Br)cc1,u,-0.1,0.3,-6.6%,11.8%,2.9%,15.2%,-8.4%,-1.6%
COC(=O)c1sc(C(F)(F)F)c(-c2ccccc2)c1S(=O)(=O)N(C)C,-20.4%,10.6,-0.9,-5.6%,-20.3%,9.1%,1.1%,0.5%,1.7%
CC1(O)C(c2ccccc2)=Nc2ccccc21 (configuration not stated),-18.8%,-3.9,-3.4,8.5%,-27.6%,-4.8%,7.0%,10.9%,-2.1%
CC1(C)CC(=O)C(C=NCC2CCCO2)=C(O)C1 (configuration not stated),0.0%,-3.2,0.2,-2.6%,-0.2%[57.5 µM],-4.4%,-9.0%,-17.0%,5.9%
COc1ccc(N=C(N(C)C)P(=O)(N(C)C)N(C)C)cc1,28.0%&-12.8%,-7.5&-1.4,5.1&3.4,-3.5%&2.7%,i,-10.1%&-10.9%,4.6%&-3.7%,-0.4%&-2.2%,-3.5%&1.7%
COc1ccc(CN(CC(=O)NCCc2ccccc2)C(=O)CCC(=O)Nc2cc(C)ccn2)cc1,-1.2%,-7.2,1.7,-12.0%,-13.7%,9.0%,10.1%,1.9%,-1.0%
O=C(NC(=S)Nc1cccnc1)c1cccs1,-8.7%[0.307 µM],-23.4,2.9,-15.2%,i,10.4%[0.307 µM],-1.4%,1.7%,5.1%

# Brought forward from above: 2 entries, then new ones.
SMILES,GLP-1R inv ag,PI5P4Ka inh,IL2 activator,PLK1 PBD block,PTHR1 agonist,GLP1R cytotox,GLP-1R agonist,EPAC1 antagonist,EPAC1 ag
COc1ccc(CN(CC(=O)NCCc2ccccc2)C(=O)CCC(=O)Nc2cc(C)ccn2)cc1,-1.2%,-7.2,1.7,-12.0%,-13.7%,9.0%,10.1%,1.9%,-1.0%
O=C(NC(=S)Nc1cccnc1)c1cccs1,-8.7%[0.307 µM],-23.4,2.9,-15.2%,i,10.4%[0.307 µM],-1.4%,1.7%,5.1%
O=C(Nc1cnccn1)C1c2ccccc2Oc2ccccc21,-2.5%,x,-1.4,-7.5%,i,7.5%,0.4%,4.8%,4.3%
CC(=O)C1=C(O)C(=O)N(c2ccc(F)cc2)C1c1ccc(C)cc1 (configuration not stated),-9.1%,3.2,-1.1,-14.9%,-6.7%,-18.4%,-3.8%,-3.9%,-6.7%
O=C(O)c1ccc(CNC(=O)c2ccccc2NC(=O)c2ccc([N+](=O)[O-])cc2)cc1,-1.3%,-1.2,0.7,-3.0%,i,-10.9%,1.3%,-11.2%,-6.8%
CCOC(=O)N1CCN(CCC(=O)Nc2ccc(OC(F)(F)F)cc2)CC1,-28.3%,8.4,-2.2,-3.4%,-34.8%[inhibitor],-1.8%,0.3%,-21.6%,-7.1%
COc1ccc(NC(=O)c2ccc(-c3ccccc3)cc2)cc1S(=O)(=O)N1CCOCC1,3.8%,-3.2,-3.5,-23.6%,-25.5%,7.1%,-0.9%,-7.0%,-5.8%
O=c1c2[nH]c3ccccc3c2ncn1Cc1cccnc1,45.5%[activator],-1.7,-3.4,1.9%,i,-7.9%,8.5%,12.9%,-1.4%
C=CCn1c(SCC(=O)NCCC2=CCCCC2)nc2ccc(Cl)cc2c1=O,7.8%,-20.3,-1.9,10.6µM*,-11.4%,-0.6%,0.8%,5.4%,5.3%
N#C/C(=C(/O)c1ccco1)c1nc2ccccc2s1,90.8%&8.9%[activator],u,-0.2&-2.8,-11.3%&-10.0%,-42.8%&-94.1%[inhibitor],-28.3%&-5.6%,-6.7%&0.0%,-16.8%&-2.7%,7.2%&-0.1%
O=C(CSc1nncs1)Nc1ccc(Cl)cc1C(F)(F)F,2.4%,-2.9,-0.3,-2.7%,i,-9.2%,1.0%,8.0%,-3.8%
Cc1cccc(-c2nc(CS(=O)CC(=O)N3CCN(C)CC3)c(C)o2)c1 (configuration not stated),3.5%,-11.7,0.3,-4.7%,-19.7%,2.2%,-2.9%,-5.4%,-4.5%
Cc1cc(C)cc(C(=O)OCC(=O)N2CCCC2)c1,-8.1%,-2.8,2.1,-1.4%,i,-0.9%,2.6%,-3.1%,1.5%
CN(C)Cc1cccc(-c2ccccc2)c1O,u,-3.2,0.3,-11.1%,-21.3%,6.0%,3.1%,-1.6%,5.7%
CCn1cc(C(=O)NCc2ccccc2Cl)c(=O)c2cc(S(=O)(=O)N3CCc4ccccc4C3)ccc21,8.3%,x,x,x,-8.7%,-5.1%,-1.8%,x,x
Cc1cc(C)c(C(N)=O)c(SCC(=O)c2cc(C)n(-c3cc(C)on3)c2C)n1,0.4%,-3.1,0.2,1.1%,-81.6%[inhibitor],0.7%,-2.4%,9.2%,9.9%
CCOC(=O)c1c(NC(=O)NC(C)(C)C)sc2c1CCN(C)C2,19.5%,3.0,-0.3,-1.1%,i,5.2%,-7.0%,-17.8%,-1.3%
N#CC1(C#N)C(c2ccccc2)OC23CCCCC2C1(C#N)C(=N)O3 (configuration not stated),12.3%,0.9,0.7,u,-34.1%[inhibitor],15.1%[1.53 µM],-4.6%,30.8%[activator],10.2%
CC(Nc1cccc2ccccc12)C(=O)N/N=C/c1ccccn1 (configuration not stated),-23.0%,x,-2.5,-11.6%,-45.1%[inhibitor],-21.1%,-2.6%,-3.0%,14.0%
CCN(CC(=O)Nc1ccc2c(c1)OCCO2)C(=O)CCc1ccccc1Cl,u,0.1,-0.9,0.8%,-70.2%,-14.5%,-7.1%,-0.9%,2.5%
O=C(O)c1ccc(NS(=O)(=O)c2ccc3c(c2)C(=O)c2ccccc2C3=O)cc1,6.2%,0.1,0.6,-20.8%,u,11.2%,-6.3%,u,-3.2%
COc1ccc(CCNC(=O)CCS(=O)(=O)c2cc(Br)cc3c2N(C(C)=O)CC3)cc1OC,2.5%,x,x,x,-27.1%,-0.9%,0.7%,x,x
CN(C)CCNC(=O)c1cccc(-c2cnc3c(NC=O)cc(-c4ccccc4F)cn23)c1,u,-2.7,-0.7,-6.1%,-22.0%,-17.8%,6.1%,-6.3%,-9.7%
COC(=O)c1cc(=O)n(CCc2ccc(OC)cc2)c(=Nc2ccc(F)c(Cl)c2)s1,u,14.5,-1.8,-1.8%,-10.7%,1.2%,10.1%,7.9%,15.3%
Cn1nnnc1SCC(=O)Nc1nc(-c2ccccc2)c(-c2ccccc2)o1,u,-7.4,0.7,-14.8%,i,u,2.1%,-3.3%,-12.2%
C[N+](C)(C)CCN1CCc2ccccc21,11.1%,-0.8,-0.2,-2.0%,-4.8%,1.7%,-4.7%,11.7%,-19.7%
Cc1cc2cc(CN(Cc3nnnn3C3CCCCC3)CC3CCCO3)c(=O)[nH]c2cc1C (configuration not stated),7.7%,x,-0.6,-7.2%,-26.8%[57.5 µM],12.2%,18.3%,-8.6%,5.6%
CCOC(=O)c1ccccc1NC(=O)COC(=O)c1cc([N+](=O)[O-])ccc1N1CCOCC1,-18.5%,-2.7,-1.3,u,-32.3%[inhibitor],u,26.7%,-21.3%,-37.5%[inhibitor]
COc1ccc(S(=O)(=O)N2CCN(CCc3ccccc3)CC2)c(OC)c1,u,3.7,-1.9,-16.8%,-43.6%[inhibitor],-12.4%,1.1%,-14.5%,1.7%
CC1(C)NC(=O)N(c2ccc([N+](=O)[O-])c(C(F)(F)F)c2)C1=O,-5.8%,0.8,2.2,3.9%,-53.4%,-1.0%,-0.9%&1.4%,-5.0%,6.8%
CCn1c(C)nc2cc(C(=O)NNC(=S)NC(=O)c3ccc(OC)cc3)ccc21,18.0%,-4.6,0.3,-6.1%,-44.2%[inhibitor],1.4%,-0.9%,-17.5%,7.9%
Cc1ccsc1/C=c1\sc2ncnn2c1=O,0.0%,x,-1.3,-12.0%,-6.5%,-28.1%,-2.8%,-0.7%,-0.6%
CCN(CC)S(=O)(=O)c1ccc(OC)c(NC(=O)COc2ccccc2[N+](=O)[O-])c1,18.1%,-4.9,0.2,0.1%,-96.5%[inhibitor],4.5%,-4.8%,-7.8%,-7.8%
CCOCCn1c(CN2CCN(C(c3ccccc3)c3ccccc3)CC2)nc2c1c(=O)n(C)c(=O)n2C,-7.6%,2.8,0.3,-0.3%,-8.8%,-11.5%,6.2%,4.7%,1.5%

# These rows are one share of the data; count on the stated rates, not on these rows.
